CAL PDZ FP-1 – blocks peptide binding to human CAL PDZ domain; Q9HD26; purified CAL PDZ, TMR-peptide fluorescence polarization, 1 h; inhibition, % at 20 µM; hit rate 0.02% among 330,000; AID 504414;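 active = highest replicate inhibition of at least 40%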;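 also: plate controls were DMSO neutral control wells for no effect and unlabeled competitor peptide control wells for full effect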
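System: tagged CAL PDZ domain. Schedule: 1 h room-temperature incubation prior to read. Signal: fluorescence polarization (mP). Measure: percent inhibition from loss of millipolarization.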
MITF act – MITF TRPM1 promoter activation in melanoma cells | SK-MEL-5 TRPM1-promoter luciferase, 24 h; % of positive control, neutral wells = 0 | activation, % at 12.5 µM | hit rate 0.75% among 300,000 | AID 588334;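 active = mean activation of at least 80% with every replicate also reaching 80%; inconclusive = mean reaches 80% but some replicate falls short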;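 also: 0% = neutral control wells and 100% = parthenolide positive control wells; values of inactives mirror those of a sister screen read the other way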
SR-BI DiI inh – mouse SR-BI HDL lipid transfer inhibition. Q61009. ldlA[mSR-BI] CHO cells, DiI-HDL uptake fluorescence, 3 h. inhibition, % at 12.5 µM. hit rate 0.96% among 320,000;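 active = mean replicate inhibition of at least 70% and a set share of replicates each scoring 70 or more; inconclusive = meets just one of the two criteria; inactive = fails both criteria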;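 also: 0% = median of neutral control wells and 100% = median of positive control wells; values of inactives mirror those of a sister screen read the other way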
Target sequence (Q61009 whole entry, looked up): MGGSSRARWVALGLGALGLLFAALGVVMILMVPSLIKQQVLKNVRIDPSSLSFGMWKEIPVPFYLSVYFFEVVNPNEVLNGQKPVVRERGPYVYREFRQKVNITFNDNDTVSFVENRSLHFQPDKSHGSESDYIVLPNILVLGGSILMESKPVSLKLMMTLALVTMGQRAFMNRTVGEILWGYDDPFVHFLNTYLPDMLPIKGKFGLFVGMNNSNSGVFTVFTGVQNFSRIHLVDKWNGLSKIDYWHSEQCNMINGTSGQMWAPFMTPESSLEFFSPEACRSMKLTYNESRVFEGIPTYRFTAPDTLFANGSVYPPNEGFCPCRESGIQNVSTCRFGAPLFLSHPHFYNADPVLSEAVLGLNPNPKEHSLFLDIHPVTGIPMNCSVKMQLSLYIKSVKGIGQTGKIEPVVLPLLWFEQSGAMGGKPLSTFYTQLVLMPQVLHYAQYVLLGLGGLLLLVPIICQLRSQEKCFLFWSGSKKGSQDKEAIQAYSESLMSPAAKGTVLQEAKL
AddAB inh – less growth of phage-infected E. coli with AddAB; E. coli expressing H. pylori AddAB, absorbance growth; inhibition, % at 11.9 µM; hit rate 0.29% among 330,000; in the data active = inhibition above about 12%;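 also: 0% = vehicle wells of infected cells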
Ecoli viability – reduces bacterial viability in AddAB counter-screen | E. coli V3065 growth, OD600 absorbance, 18 h | inhibition, % at 11.9 µM | hit rate 0.27% among 330,000 | AID 449728;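 active = inhibition above the campaign's mean inhibition across all tested compounds plus 3 SD, cut at about 9.9% in these data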;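 also: uninfected addAB+ strain grown without phage in ampicillin broth; 0% = DMSO wells and 100% = ciprofloxacin 0.95 µg/ml wells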
Wnt bcat act – Wnt/beta-catenin pathway activation; Wnt/beta-catenin reporter cell assay, activator, plate reader; activation, % at 9.35 µM; hit rate 1.2% among 300,000; in the data active = activation above about 30%, passing the limit was not always enough; inconclusive = no clear call, values can overlap the other calls;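 also: 0% = neutral control wells and 100% = positive control wells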
SR-BI uptake up – SR-BI HDL lipid transfer activation. hit rate 0.096% among 320,000. CHO ldlA[mSR-BI] cells, DiI-HDL uptake fluorescence, 3 h; 100 = double the neutral-control signal. activation, % at 12.5 µM;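 active = mean replicate activation of at least 60% and every replicate at or above 60%; inconclusive = mean or all-replicate condition met, but not both; inactive = mean below 60% and not all replicates reaching 60%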;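 also: 0% = median plate neutral-control signal and 100% = twice that signal; values of inactives mirror those of a sister screen read the other way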
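System: CHO ldlA[mSR-BI] cells / Medium: HEPES-buffered (25 mM, pH 7.4) F12 plus 0.5% BSA / Probe or stimulus: labelled HDL, 10 µg/mL / Doses: single compound concentration, delivered by pin transfer / Schedule: 3 h, 37 °C / Measured by: DiI fluorescence, bottom read / Measure: cell-associated DiI fluorescence as measure of HDL uptake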
CAL PDZ FP-2 – CAL PDZ (human) peptide binding inhibition. Q9HD26. purified CAL PDZ, TMR-peptide fluorescence polarization, 1 h. inhibition, % at 24.9 µM. hit rate 0.92% among 300,000. AID 602252;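 active = mean inhibition of at least 30% with at least half of replicates also reaching 30%; inconclusive = no clear call, values can overlap the other calls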;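 also: 0% = DMSO neutral control and 100% = excess unlabeled competitor peptide PRC23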
Tat export inh – E. coli Tat transport inhibition; hit rate 0.036% among 340,000; E. coli MC4100 TorA-mCherry Tat export, fluorescence; inhibition, % at 10 µM;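 active = mean replicate inhibition at least 50% and at least half of replicates individually reaching 50%; inconclusive = only one of the two criteria met; inactive = neither criterion met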;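 also: exported cargo escapes ClpAP degradation while cytoplasmic cargo is degraded and loses fluorescence; 0% = median of neutral control wells and 100% = median of NaSCN control wells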
phage Ecoli inh – E. coli growth loss with phage present; growth absorbance; inhibition, % at 11.9 µM; hit rate 0.26% among 360,000; AID 651602; in the data active = inhibition above about 11%
Active calls of the source: *; u = inconclusive; x = not tested or not shown.

SMILES	CAL PDZ FP-1	MITF act	SR-BI DiI inh	AddAB inh	Ecoli viability	Wnt bcat act	SR-BI uptake up	CAL PDZ FP-2	Tat export inh	phage Ecoli inh
CCc1sc(C(=O)N2CCN(c3ncccn3)CC2)cc1Br	-2.4	5.7	10.8	1.0	-1.6	0.6	-10.8	-1.9	-9.2	1.5
Cc1cc(C)cc(OCc2nnc(SCC(=O)Nc3ccccc3)o2)c1	-2.0	x	1.7	-0.7	-1.9	x	-1.7	-6.1	3.2	4.5
COc1ccc(C)cc1NC(=O)CSc1nnc(COc2ccc(C)cc2)n1Cc1ccco1	-0.6	-0.4	53.8	1.9	-0.6	x	-53.8	x	21.6	0.2
CCN(Cc1ccccc1)C(=O)c1ccc(Cl)cc1[N+](=O)[O-]	-0.8	5.9	-10.9	-3.8	-1.6	-1.8	10.9	x	11.7	4.0
COCCN(C(=O)CSc1nnc(-c2ccccc2OC)o1)c1c(N)n(CC(C)C)c(=O)[nH]c1=O	0.1	-28.3	-12.0	4.1	1.7	-3.2	12.0	11.4	-5.5	3.2
O=C(CCS(=O)(=O)c1ccccc1)Nc1nnc(C(F)(F)F)s1	0.0	15.5	x	1.4	0.4	-3.2	x	x	4.9	1.1
CC(=O)c1cccc(NC(=O)C2CCN(C(=O)c3ccc([N+](=O)[O-])cc3)CC2)c1	-2.2	-5.2	8.0	3.0	-0.9	-4.5	-8.0	-1.7	-3.1	3.6
COC1OC(CO)C(N(C)C(C)=O)C1O (centres undefined)	0.1	-2.6	1.1	x	x	-0.9	-1.1	1.5	8.7	2.3
CCCS(=O)(=O)N1CCC(C(=O)NCCCN2CCC(Cc3ccccc3)CC2)CC1	-1.9	-10.7	-19.2	1.1	0.9	x	19.2	-1.0	-2.6	0.2
CC(=O)NCC(=O)N(Cc1ccco1)C1(C(=O)NC2CCCCC2)CCCCC1	-2.1	2.1	-20.4	0.0	0.8	x	20.4	3.4	-3.2	1.6
COc1ccc(C(=O)NNC(=O)c2ccccc2[N+](=O)[O-])cc1Br	-1.4	12.5	39.1	4.4	1.7	0.2	-39.1	-2.8	-2.8	1.8
COc1cccc(C(C(=O)NC2CCCC2)N(C(=O)c2ccco2)c2ccc(-n3cnnn3)c(C)c2)c1OC (centres undefined)	0.6	18.3	-28.1	4.6	1.3	-1.0	28.1	0.4	-9.2	2.4
O=C(Nc1cc(Cl)ccc1-n1cncn1)c1ccc(F)c(S(=O)(=O)N2CCOCC2)c1	-2.7	-4.1	4.2	0.9	-0.4	3.6	-4.2	-2.7	-2.6	2.8
O=C(CN1CCN(C(=O)C2CCCO2)CC1)Nc1ccc(F)cc1 (centres undefined)	-1.3	-0.2	-6.4	2.4	-1.1	-1.5	x	x	0.1	1.3
COc1ccc(-c2ccc(C#N)c(SCC(=O)Nc3sc4c(c3C#N)CCC4)n2)cc1OC	-2.2	37.8	36.2	1.3	2.2	x	-36.2	-2.4	-1.9	0.7
C=C(C)CN(CC)C(=O)CN1C(=O)NC(C)(c2ccc3ccccc3c2)C1=O (centres undefined)	0.0	-3.8	-5.4	1.9	2.3	3.4	5.4	-4.0	5.5	1.7
CN(C)/C=N/c1ncc(C(=O)c2ccc(Cl)cc2Cl)s1	-2.3	-11.7	-5.2	3.4	-0.8	-2.1	5.2	-4.9	-3.6	0.6
CC(=O)Nc1ccn(Cc2c(F)cccc2Cl)n1	x	14.7	6.8	2.0	-2.4	x	-6.8	24.6	6.2	2.0
CCC(=O)Nc1ccc(Cl)c(NC(=O)c2c(OC)cccc2OC)c1	-2.1	-7.9	45.8	-0.6	-1.7	-3.2	-45.8	1.7	-0.4	3.5
CCCNC(=O)c1nnsc1Sc1ccc(Cl)cc1	-0.3	34.8	-16.2	2.3	0.4	11.2	16.2	-1.8	-6.3	4.4
Cc1cc2cc3c(cc2nc1SCC(=O)N1CCOCC1)OCO3	-0.8	x	x	4.7	-1.7	-0.2	x	-3.2	-0.2	0.6
NS(=O)(=O)c1ccc(CCNC(=O)COc2ccc3c4c(c(=O)oc3c2)CCC4)cc1	-0.5	8.9	-7.6	1.8	-1.7	-3.3	7.6	-3.2	26.1	0.3
Cc1cc(C)cc(NC(=O)CCC(=O)Nc2cc(C)on2)c1	0.2	-2.8	-5.4	1.4	0.2	x	5.4	-14.1	-6.3	2.3
O=C(Nc1ncccn1)c1cc([N+](=O)[O-])cc([N+](=O)[O-])c1	0.0	3.3	1.0	1.1	0.4	-5.3	-1.0	7.1	-8.8	-0.7
Cc1ccc(S(=O)(=O)NC(C(=O)N2CCOCCOCCOCC2)C(C)C)cc1 (centres undefined)	-1.9	-7.1	-4.5	2.8	2.8	-0.9	4.5	-1.4	0.6	3.9
CCOc1ccc(NC(=O)c2ccco2)c([N+](=O)[O-])c1	-1.3	43.0	21.1	2.6	-2.0	-0.6	-21.1	-1.6	-0.5	5.3
CSc1ccc(C(=O)C2CCCN(C(=O)c3ccsc3)C2)cc1 (centres undefined)	-2.1	5.5	x	3.4	0.3	-0.8	x	0.0	-4.6	2.0
Cc1ccc(C)c(NC(=O)C(C)CC2COCCO2)c1 (centres undefined)	0.4	13.0	-20.8	-0.2	0.3	-2.0	20.8	-0.5	5.0	1.2
CCOC(=O)c1ccc(N2C(=O)c3cccc4c(C(=O)O)ccc(c34)C2=O)cc1	-0.5	-6.0	-14.6	2.2	-5.0	1.6	14.6	-2.3	7.3	-3.5
CCc1c(C)nc2cc(-c3ccc(OC)cc3)[nH]n2c1=O	-3.5	x	4.0	5.2	1.8	x	-4.0	8.7	-4.1	3.7
O=C1CC(NCc2cccs2)C(=O)N1c1ccc(Cl)cc1 (centres undefined)	0.3	-16.6	-30.6	4.5	0.2	x	30.6	1.3	4.2	2.6
Cc1ccc(-c2nnc(N3CCCCC3)c3ccccc23)cc1S(=O)(=O)NCC1CCCO1 (centres undefined)	-5.4	-11.5	45.0	0.9	-2.9	-1.1	-45.0	-4.9	-0.3	3.1
O=C(CSc1nnc(C2CC2)n1C1CC1)c1ccccc1F	-0.2	10.5	-3.0	2.0	2.3	4.9	3.0	0.1	7.9	1.2
CCc1nc2ccccc2c(C(=O)OC2CCOC2=O)c1C (centres undefined)	-0.6	-0.1	-4.4	-0.4	-0.4	-1.0	4.4	-6.2	u	1.6
CCOc1ccc2nc(NC(=O)CSc3nnc(-c4ccncc4)n3CC3CCCO3)sc2c1 (centres undefined)	-1.3	x	40.1	1.3	-0.5	20.6	-40.1	-1.2	2.0	1.6
CN1/C(=C\C=N\O)C(C)(C)c2ccccc21	-2.0	5.2	-1.0	0.5	2.3	-1.9	1.0	-1.9	-3.0	3.2
N#Cc1ccc(C(=O)Nc2cccc3cccnc23)c(F)c1	-1.0	-5.8	33.7	0.2	0.2	1.2	-33.7	-1.3	-4.3	3.8
CC1(C)CCc2cc(CN3CCN(c4ccccn4)CC3)ccc2O1	-4.3	-2.2	-12.7	2.1	0.5	0.2	12.7	-8.0	-0.3	1.7
Cc1ccc(Oc2nn[nH]n2)cc1	x	-3.1	-3.5	-0.9	-1.7	x	3.5	-3.8	-7.6	2.0
Cn1cc(CN2CCC(Oc3ccc(C(=O)N4CCCC4)cc3)CC2)cn1	-2.2	-0.1	-1.7	0.3	0.2	-1.3	1.7	-0.1	-6.7	-1.7

3 entries from above, sorted by number of heavy atoms, ascending:
SMILES	CAL PDZ FP-1	MITF act	SR-BI DiI inh	AddAB inh	Ecoli viability	Wnt bcat act	SR-BI uptake up	CAL PDZ FP-2	Tat export inh	phage Ecoli inh
Cc1ccc(C)c(NC(=O)C(C)CC2COCCO2)c1 (centres undefined)	0.4	13.0	-20.8	-0.2	0.3	-2.0	20.8	-0.5	5.0	1.2
Cn1cc(CN2CCC(Oc3ccc(C(=O)N4CCCC4)cc3)CC2)cn1	-2.2	-0.1	-1.7	0.3	0.2	-1.3	1.7	-0.1	-6.7	-1.7
Cc1ccc(-c2nnc(N3CCCCC3)c3ccccc23)cc1S(=O)(=O)NCC1CCCO1 (centres undefined)	-5.4	-11.5	45.0	0.9	-2.9	-1.1	-45.0	-4.9	-0.3	3.1

More records:
SMILES	CAL PDZ FP-1	MITF act	SR-BI DiI inh	AddAB inh	Ecoli viability	Wnt bcat act	SR-BI uptake up	CAL PDZ FP-2	Tat export inh	phage Ecoli inh
Cc1nn(Cc2ccc(Cl)c(Cl)c2)c(C)c1NC(=O)c1cc(-c2ccco2)on1	-1.1	-20.6	20.4	-3.7	-2.2	-4.7	-20.4	-2.6	-12.5	1.4
COc1cc2c(cc1NC(=O)CN(C)Cc1nc3ccccc3c(=O)[nH]1)oc1ccccc12	x	x	57.2	0.2	-0.1	1.1	-57.3	-1.2	10.9	3.0
O=C(Nc1cccnc1)c1cc(F)cc(F)c1	0.6	-0.8	-7.5	1.6	-1.4	x	7.5	-4.8	-5.2	2.5
CCCCCOC(=O)Cn1c(N2CCOCC2)nc2c1c(=O)[nH]c(=O)n2C	-0.7	12.4	0.9	-0.6	1.3	x	-0.9	4.2	0.8	2.6
Cn1c(CNC(=O)Nc2ccccc2)nnc1SCc1ccccc1	-2.3	x	17.0	-4.2	-1.1	3.6	-17.0	-2.7	33.9	0.3
Cc1cc(C)c(N(C(=O)c2csnn2)C(C(=O)NC2CCCC2)c2ccncc2)c(C)c1 (centres undefined)	-2.5	-4.4	-8.1	-0.1	0.0	-0.9	8.1	-8.0	2.0	2.4
O=C(COC(=O)C12CC3CC(CC(Br)(C3)C1)C2)Nc1cccc(S(=O)(=O)N2CCOCC2)c1	-0.7	-8.0	-8.1	-1.7	-0.8	-3.6	8.1	-2.4	2.9	1.5
CCOCC(=O)Nc1ccc(Br)c(C)c1	-0.6	50.5	4.4	1.3	1.2	9.2	-4.4	1.5	-4.1	3.4
CC(C)c1ccc2oc(-c3ccc(N)cc3)nc2c1	0.4	-5.5	31.0	6.0	0.2	x	-31.0	x	-5.9	4.1
COc1ccc(C(=O)n2nc(-c3ccco3)nc2SC)cc1OC	-2.8	-14.4	-26.3	0.9	-0.6	0.8	26.3	-0.8	3.3	2.7
Cc1ccc(S(=O)(=O)[N-]c2nc3ccccc3nc2-[n+]2cc(C)cc(C)c2)cc1	0.2	x	-5.4	5.7	1.8	-0.7	5.4	-1.0	0.7	0.1
O=c1c2ccccc2nc(SCc2ccc([N+](=O)[O-])cc2)n1-c1ccc(Cl)cc1	-1.7	-7.9	-0.8	2.0	-0.5	-2.1	0.8	1.6	2.2	2.5
O=C(NCCN1CCN(C(=O)c2ccc(F)cc2)CC1)C(=O)NCc1ccccc1	-3.3	-2.1	48.0	-0.9	-0.6	-2.4	-48.0	-3.4	-8.4	0.5
Cn1c2cc(Br)sc2c2cnn(Cc3ccc(F)cc3F)c(=O)c21	-0.5	1.0	-33.5	6.2	-1.4	0.3	33.5	-2.2	2.6	1.8
O=C(O)CSCC(=O)N1CCCN(c2nc3ccc(Cl)cc3s2)CC1	-0.1	-14.3	-10.9	0.8	-0.2	-4.0	10.9	-6.7	0.0	1.3
CCN(CC)S(=O)(=O)c1ccc(-c2csc(C)n2)cc1	0.5	11.8	-3.2	-0.2	1.6	-1.0	3.2	x	-6.2	2.2
